Tb PFK block: qHTS Assay to Find Inhibitors of T. brucei phosphofructokinase; hit rate 0.17% among 330,000; T. brucei PFK, ADP-Glo luminescence; Potency, µM (highest dose often 57.5 µM), for inactives: at the highest dose activity, negative = inhibition, actives largely listed as inhibitors; ATP-dependent 6-phosphofructokinase (Trypanosoma brucei brucei), O15648;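 also: potency is read from the fitted curve at half-maximal effect; 0% = uninhibited 1x PFK enzyme wells and -100% = no-enzyme wells; nearly all actives have a fitted effect of over 60% in size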
Target sequence (O15648 whole entry, looked up): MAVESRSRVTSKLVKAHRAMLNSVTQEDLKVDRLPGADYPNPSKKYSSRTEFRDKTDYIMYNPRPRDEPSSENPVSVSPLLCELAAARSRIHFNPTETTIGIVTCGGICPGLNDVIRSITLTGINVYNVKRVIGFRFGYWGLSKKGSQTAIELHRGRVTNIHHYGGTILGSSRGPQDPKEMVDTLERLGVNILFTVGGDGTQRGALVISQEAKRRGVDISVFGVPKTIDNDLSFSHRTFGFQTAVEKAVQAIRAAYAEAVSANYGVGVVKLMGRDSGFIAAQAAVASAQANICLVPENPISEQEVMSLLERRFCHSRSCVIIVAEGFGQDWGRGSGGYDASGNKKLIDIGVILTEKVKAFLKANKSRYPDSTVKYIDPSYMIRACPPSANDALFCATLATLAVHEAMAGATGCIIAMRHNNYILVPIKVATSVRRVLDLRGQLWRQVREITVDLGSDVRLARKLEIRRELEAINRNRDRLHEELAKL
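In TEA buffer at pH 8.0 with 5 mM MgCl2, enzyme (1.25 nM) converted F6P (0.5 mM) and ATP (0.1 mM) for 45 min at room temperature. ADP product was read by luciferase luminescence.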
ELG1 repair inh: qHTS screen for small molecules that inhibit ELG1-dependent DNA repair in human embryonic kidney (HEK293T) cells expressing luciferase-tagged ELG1; AID 504467, 2011; hit rate 2.3% among 330,000; HEK293T ELG1-luciferase reporter, luminescence, 16 h; DNA damage induced by 5-fluorouridine; Potency, µM (highest dose often 46.1 µM), for the others: top-dose activity change, negative = inhibition, hits mostly inhibitors; also: potency is read from the fitted curve at half-maximal effect; % is scaled to controls: 0 for no effect and ±100 for the full control effect; nearly all actives have a fitted effect of over 55% in size
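HEK293T cells expressing luciferase-tagged ELG1 (2,000/well) received 5-Fluorouridine plus compound or DMSO for 16 hr at 37 °C. Luciferase was read by ONE-Glo luminescence after 30 min at room temperature.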
VP16 counter: VP16 counterscreen qHTS for inhibitors of ROR gamma transcriptional activity; Drosophila S2 Gal4-VP16 UAS-luciferase, luminescence, 20 h; Potency, µM (doses to about 53.6 µM), inactives show at the highest dose activity, negative = inhibition, most hits filed as inhibitors; hit rate 3.5% among 310,000;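 also: Gal4-VP16 expression switched on by copper sulfate through the metallothionein promoter; potency is read from the fitted curve at half-maximal effect; % is scaled to controls: 0 for no effect and ±100 for the full control effect; nearly all actives have a fitted effect of over 50% in size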
ELG1 genotox: qHTS screen for small molecules that induce genotoxicity in human embryonic kidney (HEK293T) cells expressing luciferase-tagged ELG1; HEK293T ELG1-luciferase reporter, luminescence, 16 h; Potency, µM (top dose mostly 46 µM), for the others: at the highest dose activity change, positive = activation, actives largely listed as activators; hit rate 1.3% among 330,000; also: potency is read from the fitted curve at half-maximal effect; % of control where 0% means no effect; nearly all actives have a fitted effect of over 60% in size
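Step 1: seed 2,000 HEK293T ELG1-luciferase cells per well. Step 2: add compound or DMSO, incubate 16 hr at 37 °C. Step 3: ONE-Glo, 30 min at room temperature, read luminescence.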
p53 reactivator: qHTS assay for re-activators of p53 using a Luc reporter. H1299 p53-A138V BP100-luciferase reporter, luminescence, 24 h. Potency, µM (titrated, usually from 92.2 µM), inactives show at the highest dose activity change, positive = activation, usual class: activators. hit rate 0.063% among 320,000. AID 504706, 2011; also: potency is read from the fitted curve at half-maximal effect; % of control where 0% means no effect; nearly all actives have a fitted effect of over 45% in size
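H1299 (p53-null), stable ts p53-A138V + BP100-Luc; 1000 cells/well, Opti-MEM/10% FBS; cpd 4 pt, 1:5; 24 h, 37 deg C, 5% CO2; detection reagent 10 min RT; luminescence.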
FLuc modulator: qHTS profiling assay for firefly luciferase inhibitor/activator using purifed enzyme and Km concentrations of substrates (counterscreen for miR-21 project). Luciferin 4-monooxygenase (Photinus pyralis), P08659. purified FLuc, Km substrates, luminescence inhibition. Potency, µM (series often up to 57.5 µM), for inactives: at the top dose activity change, negative = inhibition, hits mostly inhibitors. hit rate 6.9% among 360,000. AID 588342, 2011;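 also: potency is read from the fitted curve at half-maximal effect; plate controls were vehicle for no effect and reference inhibitor for full effect; nearly all actives have a fitted effect of over 55% in size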
Target sequence (P08659 whole entry, looked up): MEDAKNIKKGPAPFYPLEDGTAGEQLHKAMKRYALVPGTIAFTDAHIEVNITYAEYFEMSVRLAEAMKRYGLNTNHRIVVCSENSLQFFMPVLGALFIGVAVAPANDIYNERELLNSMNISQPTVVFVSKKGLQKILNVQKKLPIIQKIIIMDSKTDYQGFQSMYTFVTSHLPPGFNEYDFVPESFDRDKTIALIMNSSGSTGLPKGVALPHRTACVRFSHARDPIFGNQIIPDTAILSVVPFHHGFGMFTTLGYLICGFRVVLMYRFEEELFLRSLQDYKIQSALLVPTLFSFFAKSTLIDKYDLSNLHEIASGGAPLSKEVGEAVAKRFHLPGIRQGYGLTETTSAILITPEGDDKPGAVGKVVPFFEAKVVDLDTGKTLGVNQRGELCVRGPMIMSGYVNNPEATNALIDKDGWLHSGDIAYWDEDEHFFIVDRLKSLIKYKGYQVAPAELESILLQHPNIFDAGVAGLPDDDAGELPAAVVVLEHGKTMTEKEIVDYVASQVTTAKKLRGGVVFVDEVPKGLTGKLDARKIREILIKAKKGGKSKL
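Purified P. pyralis luciferase (10nM final) with 10uM D-luciferin and 10uM ATP (Km levels) in 50mM Tris acetate pH 7.5, 10mM Mg acetate, 0.01% Tween-20, 0.05% BSA; qHTS 6-point titration, ~60 µM downward; luminescence read.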
RORgamma inh: qHTS for inhibitors of ROR gamma transcriptional activity; Drosophila S2 Gal4-RORgamma UAS-luciferase reporter, 20 h; hit rate 5.4% among 310,000; Potency, µM (doses to about 53.6 µM), for inactives: at the highest dose activity change, negative = inhibition, actives largely listed as inhibitors; AID 2551, 2010; also: potency is read from the fitted curve at half-maximal effect; % is scaled to controls: 0 for no effect and ±100 for the full control effect; nearly all actives have a fitted effect of over 60% in size
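Stable Schneider cell line, Gal4 DNA-binding domain fused to ROR gamma, UAS-luciferase. Cmpd 1 hr RT → CuSO4 700 uM final → 20 hr RT → luciferase reagent 10 min → luminescence.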
TRPV1 agonist: HTS Assay for Compounds that Act as Agonists of the Vanilloid Receptor 1 | AID 540275, 2011 | activation, % at 8.33 µM | Transient receptor potential cation channel subfamily V member 1 (Homo sapiens), Q8NER1 | TRPV1-expressing cells, Fluo-8 calcium influx, agonist mode | hit rate 0.19% among 320,000; in the data active = activation above about 80%; inconclusive = between about 30% and that limit; also: 0% is about no effect
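Fluo-8 calcium influx in TRPV1-expressing cells, kinetic read (ex 480/em 520 nm). Compound added and read 3 min for agonist activity, followed by capsaicin at EC20 final and 2 min further read for enhancement.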
BRCA1 expr act: qHTS Assay to Identify Small Molecule Activators of BRCA1 Expression; MCF7-BRCA1-FFLuc reporter, luminescence, 48 h; response scale: scaled: vehicle 0%, 10 µM genistein 100%; hit rate 1.1% among 380,000; Potency, µM (titrated, usually from 46.1 µM), for the others: at the highest dose activation, most hits filed as activators; also: potency is read from the fitted curve at half-maximal effect; nearly all actives have a fitted effect of over 80% in size; some results filed as inactive show a strong effect at the top dose
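Luminescence from a BRCA1-driven firefly luciferase in MCF7 cells was the read-out, taken 15 min after substrate addition following 48 h compound exposure at 37 °C. Data were normalized to a 10 microM genistein control and DMSO vehicle.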
Rab9 prom act: qHTS Assay for Rab9 Promoter Activators; Huh7 Rab9 promoter-luciferase reporter, luminescence, 24 h; Potency, µM (titrated, usually from 9.22 µM), inactives show at the highest dose activation, negative = inhibition, most hits filed as activators; hit rate 2.8% among 320,000; AID 485297, 2010; also: potency is read from the fitted curve at half-maximal effect; % of control where 0% means no effect; nearly all actives have a fitted effect of over 60% in size
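Huh7 reporter line, Rab9 promoter upstream of luciferase. Compound exposure 24 h at 37 °C in reduced-serum medium with 10% FBS. Read-out: luminescence.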
NPC1 prom act: qHTS Assay for NPC1 Promoter Activators; Potency, µM (titrated, usually from 9.22 µM), without a hit: at the top dose activation, hits mostly activators; Huh7 NPC1 promoter luciferase reporter, 24 h; hit rate 2.4% among 320,000;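 also: potency is read from the fitted curve at half-maximal effect; % of control where 0% means no effect; nearly all actives have a fitted effect of over 60% in size; reporter is driven by a mutant NPC1 promoter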
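Huh7 cells stably carrying NPC1 promoter–luciferase, plated in Opti-MEM with 10% FBS for 2 h, were exposed to compound in DMSO for 24 h at 37 °C; luciferase reagent was added for 10 min and luminescence read.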
* hit, by the source's call; ? = inconclusive; · = not tested or not shown; [ ] = remark or other dose. Unless noted, calls follow the shape of the dose curve; as a rule, active = well fitted curve in the direction sought with a large enough effect; inconclusive = small, poorly fitted or top-dose-only effect, or another doubt; inactive = no such curve, though single readings can be large; an effect the other way counts as inactive or inconclusive.

Structure	Tb PFK block	ELG1 repair inh	VP16 counter	ELG1 genotox	p53 reactivator	FLuc modulator	RORgamma inh	TRPV1 agonist	BRCA1 expr act	Rab9 prom act	NPC1 prom act
CS(=O)(=O)c1cccc(C(=O)OCC(=O)Nc2ccc3c(c2)OCO3)c1	2%	7%	·	1%	-2%	-4%	·	-3	-1%	3%	-3%
Clc1nc(NCc2ccco2)nc(N2CCCCC2)n1	0%	-10%	-17%	-8%	6%	-2%	3%	3	-14%	-2%	-11%
CCOC(=O)N1CCC(NC(=O)CCc2ccccc2)CC1	0%	12%	-11%	-2%	6%	1%	?	3	0%	4%	-3%
O=C(COc1ccccc1Br)Nc1ccc2c(c1)OCCCO2	1%	?	-11%	?	?	2.1µM*	18µM*	?	28%	1.4µM*	1.3µM*
Cc1oc2cc([N+](=O)[O-])c(O)c([N+](=O)[O-])c2c1C(=O)c1ccc(Br)cc1	-3%	-24%	-7%	-8%	-1%	?	8%	1	-5%	-12%	-1%
Cc1c(Cl)c(C(F)(F)F)nn1CC(=O)N1CCSCC1	-6%	2%	6%	1%	-1%	-1%	-16%	2	-10%	-1%	-3%
c1cnc(N2CCN(c3nc4ccccc4n4cnnc34)CC2)nc1	10%	-10%	-15%	1%	-7%	-1%	20%	11	2%	-9%	-1%
Cn1cccc1C(=O)OCC(=O)Nc1sccc1C#N	3%	?	·	21µM*	10%	·	·	·	?	·	·
COc1ccc(CCNC(=O)CCNS(=O)(=O)c2cc(Br)cnc2N)cc1OC	1%	?	?	-2%[9.26 µM]	-9%	1%	-4%	11	21%	0%	2%
Cc1cccc(Oc2cc(NC(=O)Cn3cnc([N+](=O)[O-])n3)cc([N+](=O)[O-])c2)c1	0%	-5%	?	-3%	9%	-2%	?	7	-63%	-6%	-3%
O=C(CNC(=O)c1cccc(Cl)c1)NCCCSc1ccccc1	-1%	0%	·	-4%	2%	-9%	·	10	-12%	0%	0%
CC(C)N1CCC(N2CCN(Cc3nc4ccccc4s3)CC2CCO)CC1 (configuration not stated)	4%	?	0%	4%	0%	1%	-7%	2	-15%	-3%	2%
CC(C)NC(=O)[C@]1(C)CCC[C@@]2(C)C3CC[C@@]4(C)C[C@]3(CCC21)CC4=O (some centres not stated)	-6%	4%	·	-5%	-7%	-4%	·	8	0%	-2%	0%
COC(=O)C1C(=O)C(C(=O)/C=C/c2ccccc2)C(=O)CC1(C)C (configuration not stated)	1%	?	15%	-2%	19%	?	-14%	-2	-54%	-9%	0%
O=C(Nc1cccc(-c2ccc(N3CCOCC3)nn2)c1)c1ccccc1	-5%	0%	·	?	7%	2.7µM*	·	3	?	?	2.8µM*
CCC(C)(C)n1nnnc1C(c1cc2cc(C)cc(C)c2[nH]c1=O)N1CCCC1 (configuration not stated)	-1%	15µM*	-6%	0%	-8%	2%	43%	3	-28%	-4%	-3%
CCCC(=O)Nc1ccc(NC(=O)c2ccccn2)cn1	-6%	?	?	?	24%	13µM*	?	-1	?	2.8µM*	2.2µM*
COc1ccc(NC(=O)COC(=O)C2CC2)cc1S(=O)(=O)N1CCCCC1	8%	11%	·	2%	0%	2%	·	1	-17%	-3%	1%
O=C1c2ccccc2S(=O)(=O)N1Cc1cc(=O)n2ccsc2n1	5%	0%	14%	-3%	-2%	6%	3%	2	0%	-3%	-3%
CCC(C)NC(=S)NNC(=O)c1ccc(C(C)(C)C)cc1 (configuration not stated)	-1%	-1%	8.9µM*	-3%	2%	-1%	10µM*	?	-6%	7%	4%
CC1(C)CC(=O)C(C=NCc2ccc3c(c2)OCO3)=C(O)C1	-4%	18%	·	9%	15%	-3%	?	-1	5%	7%	7%
CCCCC1C(C#N)=C(C)NC2=C1C(=O)CC(C)(C)C2 (configuration not stated)	1%	-22%	4%	-11%	-12%	-2%	11%	10	-37%	-7%	-1%
O=C(CN1C(=O)NC2(CCCC2)C1=O)Nc1nc(-c2ccc(F)c(F)c2)cs1	-18%	-24%	·	-4%	-4%	3%	·	1	-21%	0%	0%
O=C1C2C3C=CC(C3)C2C(=O)N1CCC(=O)N1CCc2ccccc21 (configuration not stated)	7%	6%	8%	1%	8%	7%	-4%	2	5%	-2%	-4%
O=C(NCCc1ccccc1)C1CC(=O)N(C2CCCC2)C1 (configuration not stated)	-1%	13%	-5%	-1%	-9%	0%	9%	-5	-13%	-4%	-1%
Cc1ccc(SCC(=O)NNC(=O)c2ccccc2)c(C)c1	-1%	-4%	-5%	7%	0%	1%	-12%	-3	-20%	0%	-3%
Cc1cc(C)cc(NC(=O)CSc2cc(C(=O)c3nccn3C)c3ccccc3n2)c1	-1%	-6%	-6%	10%	7%	-2%	22%	0	-31%	-6%	1%
CCOC(=O)c1cnc(SCC(C)C)nc1N	-3%	?	-6%	?	?	6.7µM*	-10%	-1	7.9µM*	2.5µM*	3.2µM*
CCOC(=O)Cc1csc(NC(=O)c2ccc(S(=O)(=O)N3CCCCC3)cc2)n1	0%	-34%	?	-6%	-3%	-1%	?	0	-40%	-7%	-7%
CCn1cc(C(=O)N[C@H](C(=O)NCCCn2ccnc2)C(C)C)c(=O)c2cc3c(cc21)OCO3	0%	21%	4%	6%	1%	2%	-8%	-2	-4%	10%	-4%
Cc1nc(N2CCN(c3ccccn3)CC2)c2c(C)c(C(=O)Nc3ccc(Br)cc3C)sc2n1	-1%	?	13%	-4%	11%	-2%	-4%	-2	-19%	0%	-3%
COc1cccc2cc(-c3nc4ccccc4o3)c(=O)oc12	4%	?	-13%	21µM*	?	2.7µM*	-25%	2	0%	5%	2%
Cc1ccc(OCCn2c(Br)nc3c2c(=O)n(C)c(=O)n3C)cc1	0%	5.2µM*	-26%	1%	-4%	7%	?	7	-61%	-16%	-11%
Cn1cccc1/C=N\NC(=O)Cc1ccc(Br)c2ccccc12	-8%	3.7µM*	11µM*	-6%	4%	-13%	?	12	-27%	-12%	-14%
O=C(NN=Cc1c(O)ccc2ccccc12)c1ccc2c(c1)OCO2	-1%	?	·	?	24%	·	·	·	-59%	·	·
CC(Oc1cc2oc(=O)c3c(c2cc1Cl)CCC3)C(=O)NCc1cccnc1 (configuration not stated)	1%	5%	4%	0%	-1%	2%	28%	2	13%	0%	-5%
COC(=O)C(C(=O)OC)N1C(=O)CCC1=O	-6%	3%	·	2%	10%	5%	-9%[0.365 µM]	1	0%	-4%	-1%
O=C(Nc1ccccc1C(=O)O)c1ccc(Br)o1	1%	?	0%	?	?	19µM*	-14%	-3	14µM*	?	?
CCOc1cc(CNc2ccc3c(c2)OCCO3)cc(Br)c1OC	1%	17%	11%	7%	20%	-11%	46%	3	-57%	-16%	-8%
COc1ccc(C(=O)NCN2CCN(c3ccccc3)CC2)cc1OC	4%	10%	·	-3%	0%	-1%	·	-1	0%	0%	0%

Three entries out of the list, sorted by length of the SMILES, largest number first:
Structure	Tb PFK block	ELG1 repair inh	VP16 counter	ELG1 genotox	p53 reactivator	FLuc modulator	RORgamma inh	TRPV1 agonist	BRCA1 expr act	Rab9 prom act	NPC1 prom act
CC(Oc1cc2oc(=O)c3c(c2cc1Cl)CCC3)C(=O)NCc1cccnc1 (configuration not stated)	1%	5%	4%	0%	-1%	2%	28%	2	13%	0%	-5%
O=C1C2C3C=CC(C3)C2C(=O)N1CCC(=O)N1CCc2ccccc21 (configuration not stated)	7%	6%	8%	1%	8%	7%	-4%	2	5%	-2%	-4%
CCOc1cc(CNc2ccc3c(c2)OCCO3)cc(Br)c1OC	1%	17%	11%	7%	20%	-11%	46%	3	-57%	-16%	-8%
